ROMK mod: ROMK potassium channel modulators, primary screen, cell-based, thallium flux, MLSMR library; Tet-inducible ROMK, thallium flux fluorescence; actives lie on both sides; B-score at 10 µM; 130,000 compounds, 2% hits;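 active = signal ratio slope over the read window, or its plate-corrected B-score, at least 3 SD from the plate mean, either direction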;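 also: B-score of the F/F0 ratio slope over 7 to 12 s after thallium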
Target sequence (P48048 whole entry, looked up): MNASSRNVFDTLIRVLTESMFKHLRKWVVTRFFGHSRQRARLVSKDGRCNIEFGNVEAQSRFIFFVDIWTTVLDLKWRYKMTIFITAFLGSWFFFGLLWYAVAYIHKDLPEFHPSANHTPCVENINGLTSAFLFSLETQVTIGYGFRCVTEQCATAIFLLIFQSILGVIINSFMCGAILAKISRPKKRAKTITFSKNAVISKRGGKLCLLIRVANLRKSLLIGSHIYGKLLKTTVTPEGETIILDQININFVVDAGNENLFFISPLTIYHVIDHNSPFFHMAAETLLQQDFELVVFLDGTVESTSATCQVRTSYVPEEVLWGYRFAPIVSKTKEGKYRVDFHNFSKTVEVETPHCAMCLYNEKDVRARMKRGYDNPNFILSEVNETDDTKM
PPARg SRC3 recr: PPARgamma agonists recruiting SRC-3 coactivator, primary screen, biochemical | biochemical PPARgamma/SRC-3 coactivator recruitment assay | activation, % at 8 µM | 200,000 compounds, 0.26% hits | AID 731, 2007; in the data active = activation above about 23%;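 also: 0% = DMSO and 100% = reference agonist; some compounds past the cut are filed as inactive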
Target sequence (P37231 whole entry, looked up): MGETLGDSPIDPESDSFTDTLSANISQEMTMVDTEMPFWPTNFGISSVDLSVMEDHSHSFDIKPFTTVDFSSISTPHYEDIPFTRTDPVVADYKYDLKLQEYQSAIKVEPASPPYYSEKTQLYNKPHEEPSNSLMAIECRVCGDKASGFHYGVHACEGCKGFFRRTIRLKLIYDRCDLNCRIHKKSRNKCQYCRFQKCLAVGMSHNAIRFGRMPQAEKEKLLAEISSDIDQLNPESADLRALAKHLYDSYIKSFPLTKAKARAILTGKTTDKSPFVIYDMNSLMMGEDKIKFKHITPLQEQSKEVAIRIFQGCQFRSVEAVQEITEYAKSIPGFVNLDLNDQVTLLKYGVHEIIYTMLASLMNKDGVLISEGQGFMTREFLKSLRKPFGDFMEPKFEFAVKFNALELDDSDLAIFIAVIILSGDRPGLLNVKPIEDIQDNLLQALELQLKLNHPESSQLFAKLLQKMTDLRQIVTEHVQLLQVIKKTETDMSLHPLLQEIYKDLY
TR-FRET SRC-2 ct: TR-FRET signal artefacts, primary screen, artefact control for PPARgamma SRC-2 agonist project, biochemical. AID 1049, 2008. 200,000 compounds, 0.4% hits. TR-FRET artefact counter-screen; stronger effect = higher value. TR-FRET ratio at 8 µM; in the data active = TR-FRET ratio above about 2000; also: inactives centre near 1500
TNAP act hiacc: TNAP activators at high phosphate acceptor level, primary screen, biochemical, luminescence, uHTS. Alkaline phosphatase, tissue-nonspecific isozyme (Homo sapiens), P05186. purified TNAP, CDP-star luminescence, 1 M DEA, 30 min; stronger effect = higher value; 0 = EDTA background, 1 = DMSO-only activity. activation factor at 20 µM. 200,000 tested, under 10 active. AID 1136, 2008;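 active = activation factor at least 2 at 20 µM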
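Dosing: 20 µM single point. System: human TNAP. Amount: TNAP 1/800 final. Incubation: 30 min, room temperature. Read-out: TNAP activation factor scaled between EDTA and DMSO control wells. Signal: luminescence from CDP-star hydrolysis. Medium: 1 M DEA, pH 9.8, Mg2+, Zn2+. Control set: EDTA negative control, DMSO positive control.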
bIAP inh: bovine intestinal alkaline phosphatase inhibitors, primary screen, selectivity assay for TNAP inhibitor project, biochemical, bovine IAP, CDP-star luminescence; alkaline phosphatase, intestinal [Bos taurus]; purified bovine IAP, 30 min; 190,000 tested, under 10 active; inhibition, % at 20 µM; AID 1019, 2008;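 active = over 50% inhibition of intestinal alkaline phosphatase at 20 µM in the single-dose screen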
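System: purified bovine intestinal alkaline phosphatase (IAP) enzyme; Input: IAP diluted 1/65,000,000 in the well; Measured by: CDP-star luminescence signal; Compound dosing: 20 µM single dose; Incubation: 30 min reaction at room temperature.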
PPARg SRC-1 ag: PPARgamma agonists recruiting SRC-1 coactivator, primary screen, biochemical | Peroxisome proliferator-activated receptor gamma (Homo sapiens), P37231 | PPARgamma-SRC-1 coactivator recruitment biochemical assay | activation, % at 8 µM | 200,000 compounds, 0.41% hits | AID 631, 2007; in the data active = activation above about 19%;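 also: 0% = DMSO and 100% = reference agonist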
STAT1 blocker: STAT1 signaling inhibitors, primary screen, cell-based, HTS, luciferase reporter; inhibition, % at 5.5 µM; NIH 3T3 STAT1-luciferase reporter, IFN-gamma, luminescence; 200,000 compounds, 0.35% hits; AID 920, 2007;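 active = inhibition above a set limit, the mean inhibition across all tested compounds plus 3 SD, cut at about 34% in these data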;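 also: 0% = IFN-gamma with DMSO and 100% = IFN-gamma with 300 µM nifuroxazide; values of inactives mirror those of a sister screen read the other way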
STAT3 blocker: IL-6 driven STAT3 reporter inhibitors, primary screen, U3A cells, luciferase, luminescence, MLSCN library. IL-6 STAT3-luciferase reporter; host cell line lacks STAT1. inhibition, % at 5.5 µM. 190,000 compounds, 0.89% hits;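 active = inhibition above the mean inhibition across all screened compounds plus 3 SD, cut at about 44% in these data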;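 also: 0% = DMSO only wells and 100% = 100 µM nifuroxazide control wells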
STAT3 activator: IL-6 driven STAT3 reporter potentiators, primary screen, U3A cells, luciferase, luminescence, MLSCN library; IL-6 STAT3-luciferase reporter; 100% = signal with IL-6 EC80 alone; activation (% of control), % at 5.6 µM; 190,000 compounds, 0.91% hits; AID 871, 2007;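 active = activation above the screen-wide mean of compound activation plus 3 SD, cut at about 130% in these data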;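 also: 0% = background luminescence of wells with medium and substrate only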
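Material: human U3A cells carrying STAT3-luciferase construct. Measured by: reporter luminescence signal. Timing: compound 1 h, then IL-6 6 h at 37 °C.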
PPARg SRC-2 ag: agonists of PPARg-SRC-2 recruitment, primary screen, biochemical, HTS; Peroxisome proliferator-activated receptor gamma (Homo sapiens), P37231; PPARgamma LBD-SRC-2 recruitment; activation, % at 8 µM; 200,000 compounds, 0.34% hits; AID 1032, 2008; in the data active = activation above about 22%;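 also: 0% = vehicle and 100% = reference agonist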
bIAP act: bovine intestinal alkaline phosphatase activators, primary screen, biochemical, bovine IAP, CDP-star luminescence; AID 1016, 2008; purified bovine IAP, 30 min; stronger effect = higher value; fold of DMSO-control signal, blank-subtracted; alkaline phosphatase, intestinal [Bos taurus]; activation factor at 20 µM; 200,000 compounds, 0.17% hits;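 active = activation factor of 2 or more at 20 µM, a signal rise over negative controls twice the positive control's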
An asterisk follows results filed as active; . = no result given.

#	SMILES	ROMK mod	PPARg SRC3 recr	TR-FRET SRC-2 ct	TNAP act hiacc	bIAP inh	PPARg SRC-1 ag	STAT1 blocker	STAT3 blocker	STAT3 activator	PPARg SRC-2 ag	bIAP act
1	Cc1ccc(NCc2n[nH]c(=S)n2Cc2ccccc2)cc1Cl	.	3	1581	1	18	-3	-1	4	99	-6	0.8
2	CCCC(=O)Nc1nnc(SCC(=O)Nc2ccc3c(c2)OCO3)s1	.	-6	1427	1.1	6	-4	3	11	90	-8	0.9
3	Cn1nc([N+](=O)[O-])nc1N1CCN(c2ccc(F)cc2)CC1	-0.56	-2	1308	1.1	11	0	-2	28	81	0	0.9
4	Cc1c(Cl)cccc1Nc1nc(N)nc(CSCCO)n1	.	3	1587	1	5	-4	-2	12	93	14	0.9
5	COc1ccc(C(=O)NC(=S)Nc2ccc(S(N)(=O)=O)cc2)cc1	0.42	-1	1529	1.1	10	2	2	11	93	-8	0.9
6	CCCCN(C)C1CCN(C(=S)Nc2ccc(OCC)cc2)CC1	.	5	1571	1	5	6	-3	-1	104	7	0.9
7	CCCOC(=O)C1=C(C)OC23OC(N)=C(C#N)C12C(=O)c1ccccc13 (centres undefined)	-0.84	2	1799	1	8	3	6	0	101	10	0.9
8	CC(C)C(Nc1ccc(C(F)(F)F)cc1[N+](=O)[O-])C(=O)O (centres undefined)	0.0029	1	1567	0.9	11	12	-11	-4	104	1	0.9
9	Cc1cccc(-c2nnc(-c3ccccc3)o2)c1	.	2	1529	1.1	11	3	-35	-15	118	-1	0.9
10	O=C(NC1CCCC1)C(c1ccncc1)N(Cc1ccccc1)C(=O)c1ccc(-c2ccccc2)[nH]1 (centres undefined)	-0.82	-2	1487	1	-1	-5	-1	-15	113	9	1

The results go on.
#	SMILES	ROMK mod	PPARg SRC3 recr	TR-FRET SRC-2 ct	TNAP act hiacc	bIAP inh	PPARg SRC-1 ag	STAT1 blocker	STAT3 blocker	STAT3 activator	PPARg SRC-2 ag	bIAP act
11	N#Cc1c(-c2ccc(Cl)cc2)ccnc1N1CCOCC1	-0.33	4	1563	1.1	0	-4	-17	21	85	5	1
12	Cc1cc(C)c(NC(=S)N(CCN2CCCCC2)Cc2ccco2)c(C)c1	-0.83	-3	1495	1	2	1	0	4	104	-2	1
13	NC(=O)C1CCN(C(=O)Cc2ccc([N+](=O)[O-])cc2)CC1	1.2	-1	1595	1	26	6	7	9	94	0	0.7
14	O=C(CCc1nc(-c2ccccc2Cl)no1)NCc1ccco1	0.15	2	1641	1.1	11	2	-11	1	101	4	0.9
15	Cc1ccc(-c2nc(C(=O)NC3CCCCCC3)no2)cc1	.	-2	1678	.	.	1	-9	-2	105	9	.
16	O=C(NC1CCCC1)c1cccc(S(=O)(=O)N2CCCCC2)c1	.	7	1558	1	13	5	6	17	88	-1	0.9
17	Cc1ccc(S(=O)(=O)NC2c3cccc4cccc(c34)C2Sc2ncccn2)cc1 (centres undefined)	-0.27	-3	1456	1	2	4	-8	18	88	-9	1
18	Nn1c(SCc2ccccn2)nncc1=O	0.2	4	1627	1	3	6	-7	-6	112	3	1
19	CCN1CCN(C(=S)NCC2CCCO2)CC1 (centres undefined)	-0.15	1	1455	1	-13	8	-8	13	99	-1	1.1
20	CN(C)C(=S)c1ccc(N(C)C)cc1	.	0	1489	1	-5	-5	2	3	97	10	1.1

Other results
#	SMILES	ROMK mod	PPARg SRC3 recr	TR-FRET SRC-2 ct	TNAP act hiacc	bIAP inh	PPARg SRC-1 ag	STAT1 blocker	STAT3 blocker	STAT3 activator	PPARg SRC-2 ag	bIAP act
21	O=C(Nc1ccc2ccccc2c1)Nc1ccc2snnc2c1	0.86	-3	1388	1	15	-2	-3	13	93	-1	0.8
22	CCn1cc(CNC(=O)CCc2nnc(CCC3CCCCC3)o2)cn1	0.57	2	1553	1	-2	6	-1	-5	106	-2	1
23	c1ccc(-c2cnc(CSc3nnc4ccccn34)o2)cc1	.	0	1550	1	15	2	-38	2	102	-1	0.8
24	C=CCNC(=O)c1snnc1-c1ccccc1	.	6	1601	1.1	5	12	6	3	98	5	0.9
25	CC1(C)N=C(SCC(=O)Nc2ccc(Cl)cc2Cl)C(c2ccccc2)=N1	0.09	-1	1449	1	6	1	-3	10	96	1	0.9
26	Cc1c(C(=O)Nc2ccc(Cl)cn2)oc2ccccc12	.	4	1503	1	21	3	-14	-109	195*	5	0.8
27	N#Cc1c(-n2ccnc2)cccc1-n1ccnc1	.	-3	1672	1	-5	-3	0	-4	108	2	1
28	Cn1cccc1/C=C(/C#N)c1ccc(F)cc1	-0.67	-1	1709	1	24	7	0	18	90	-1	0.8
29	CCOc1ccc2c(c1)c(N=NC(=N)N)c(O)n2C	.	11	1547	0.9	7	5	5	32	74	12	0.9
30	CC1CCCN(C(=O)C(C)Nc2cc(Cl)ccc2N2CCOCC2)C1 (centres undefined)	-2.3	1	1588	1.1	-3	4	2	1	106	2	1

Additional compounds
#	SMILES	ROMK mod	PPARg SRC3 recr	TR-FRET SRC-2 ct	TNAP act hiacc	bIAP inh	PPARg SRC-1 ag	STAT1 blocker	STAT3 blocker	STAT3 activator	PPARg SRC-2 ag	bIAP act
31	CC(=O)OCCSc1c(-c2ccccc2)c2cc(Cl)ccc2[nH]c1=O	0.49	1	1394	1	-5	2	4	2	100	0	1
32	N#C/C(=C(/O)c1ccc(F)cc1)c1nc2ccccc2s1	1.3	0	1513	1	-5	6	-15	17	87	1	1
33	CC(C)(C)C(=O)c1sc2nc(-c3cccs3)cc(C(F)(F)F)c2c1N	.	1	1515	1	10	5	-5	-11	110	11	0.9
34	COc1cccc(C(=O)N2CCN(CCCc3ccccc3)CC2)c1OC	-0.69	16	1501	1	0	4	11	11	94	4	1
35	Cc1ccc(OCc2ccc(C(=O)Nc3nc4ccccc4n3C)o2)c([N+](=O)[O-])c1	.	0	1466	1	8	-2	14	17	86	0	0.9
36	N#Cc1cc(-c2ccccc2)nnc1Sc1ccc(Cl)cc1	0.38	2	1450	1.1	12	-4	-7	4	97	0	0.9
37	O=C(O)c1cc2nc(-c3ccccc3)cc(C(F)(F)F)n2n1	.	-2	1677	1.1	-1	-2	-1	3	101	-3	1
38	O=C(NCCCn1ccnc1)C(=O)NCC1OCCN1S(=O)(=O)c1ccc(Br)cc1 (centres undefined)	.	7	1484	1	-10	8	4	5	99	4	1.1
39	CC1(C)OC2OC(COC(=O)c3ccc([N+](=O)[O-])cc3)C3OC(C)(C)OC3C2O1 (centres undefined)	.	1	1762	1	6	0	0	-3	101	5	0.9
40	CCOC(=O)N1C=CC=C[C@@H]2[C@@H](N3C(=O)c4ccccc4C3=O)C(=O)N21	0.3	0	1533	1.1	7	-2	9	-11	108	3	0.9

Quoted from the listing:
#7 in bIAP act is entered as 0.9
#38 in PPARg SRC3 recr is entered as 7
#31 in bIAP inh is entered as -5
#9 in TR-FRET SRC-2 ct is entered as 1529
#19 in STAT3 activator is entered as 99
#32 in bIAP inh is entered as -5

Entries 31 to 35, quoted:
#	SMILES	ROMK mod	PPARg SRC3 recr	TR-FRET SRC-2 ct	TNAP act hiacc	bIAP inh	PPARg SRC-1 ag	STAT1 blocker	STAT3 blocker	STAT3 activator	PPARg SRC-2 ag	bIAP act
31	CC(=O)OCCSc1c(-c2ccccc2)c2cc(Cl)ccc2[nH]c1=O	0.49	1	1394	1	-5	2	4	2	100	0	1
32	N#C/C(=C(/O)c1ccc(F)cc1)c1nc2ccccc2s1	1.3	0	1513	1	-5	6	-15	17	87	1	1
33	CC(C)(C)C(=O)c1sc2nc(-c3cccs3)cc(C(F)(F)F)c2c1N	.	1	1515	1	10	5	-5	-11	110	11	0.9
34	COc1cccc(C(=O)N2CCN(CCCc3ccccc3)CC2)c1OC	-0.69	16	1501	1	0	4	11	11	94	4	1
35	Cc1ccc(OCc2ccc(C(=O)Nc3nc4ccccc4n3C)o2)c([N+](=O)[O-])c1	.	0	1466	1	8	-2	14	17	86	0	0.9

Next compounds follow:
#	SMILES	ROMK mod	PPARg SRC3 recr	TR-FRET SRC-2 ct	TNAP act hiacc	bIAP inh	PPARg SRC-1 ag	STAT1 blocker	STAT3 blocker	STAT3 activator	PPARg SRC-2 ag	bIAP act
41	COc1ccc(NS(=O)(=O)c2cc(NC(=O)c3cnc(C)cn3)ccc2N2CCCC2)cc1	.	4	1588	1	-24	-2	6	11	91	-1	1.2
42	COCCNc1ccc(S(=O)(=O)N2CCCC2)cn1	0.61	2	1549	1	-3	1	-7	-1	104	2	1
43	Cc1cc(Br)ccc1S(=O)(=O)n1ccnc1C	-0.18	-1	1363	1.1	3	6	5	3	100	2	1
44	COc1ccc(C2C(C(=O)c3ccccc3)=C(C)Nc3nc4ccccc4n32)cc1OC (centres undefined)	0.62	0	1440	1	-21	4	5	2	98	-10	1.2

Part of the list above with just TR-FRET SRC-2 ct, TNAP act hiacc and PPARg SRC-2 ag:
no.	SMILES	TR-FRET SRC-2 ct	TNAP act hiacc	PPARg SRC-2 ag
15	Cc1ccc(-c2nc(C(=O)NC3CCCCCC3)no2)cc1	1678	.	9
16	O=C(NC1CCCC1)c1cccc(S(=O)(=O)N2CCCCC2)c1	1558	1	-1
